# Assay outcomes from PubChem.
# EPAC1 antag: qHTS for Antagonist of cAMP-regulated guanine nucleotide exchange factor 3 (EPAC1): primary screen. Rap guanine nucleotide exchange factor 3 (Homo sapiens), O95398. EPAC1 GEF assay, Rap1b-BODIPY-GDP exchange fluorescence. Potency, µM (titrated, usually from 115 µM), for the others: top-dose activity change, negative = inhibition, most hits filed as inhibitors. 360,000 tested, 0.14% active;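 note: potency is the fitted concentration of half-maximal effect; plate controls were vehicle for no effect and positive control for full effect; nearly all actives have a fitted effect of over 50% in size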
# PI5P4Ka inh: qHTS for Inhibitors of phosphatidylinositol 5-phosphate 4-kinase (PI5P4K); Phosphatidylinositol 5-phosphate 4-kinase type-2 alpha (Homo sapiens), P48426; PI5P4Kalpha enzyme, ADP-Glo luminescence, 60 min; stronger effect = lower value; max response, %; 330,000 tested, 1.2% active; AID 652105, 2013; active = max response of -50% or lower; inconclusive = between -30% and -50%; inactive = -30% or higher; note: value at the top dose of about 77 µM; % is set by controls: 0 for no effect and ±100 for the full control effect
#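 Luminescence from ADP-Glo served as readout of PI5P4Kalpha activity in a qHTS format. Reaction: enzyme, substrate, compound, ATP at 5 microM final, 60 min at RT.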
# GLP-1R agonist: qHTS of GLP-1 Receptor Agonists; HEK293 GLP-1R CRE-luciferase, luminescence, 4-6 h; cells express a hypersensitive GLP-1R form; Potency, µM (series often up to 45.6 µM), for inactives: at the top dose activation, hits mostly activators; 380,000 tested, 0.007% active; note: potency is the fitted concentration of half-maximal effect; % of control where 0% means no effect
# Target sequence (P43220 whole entry, looked up): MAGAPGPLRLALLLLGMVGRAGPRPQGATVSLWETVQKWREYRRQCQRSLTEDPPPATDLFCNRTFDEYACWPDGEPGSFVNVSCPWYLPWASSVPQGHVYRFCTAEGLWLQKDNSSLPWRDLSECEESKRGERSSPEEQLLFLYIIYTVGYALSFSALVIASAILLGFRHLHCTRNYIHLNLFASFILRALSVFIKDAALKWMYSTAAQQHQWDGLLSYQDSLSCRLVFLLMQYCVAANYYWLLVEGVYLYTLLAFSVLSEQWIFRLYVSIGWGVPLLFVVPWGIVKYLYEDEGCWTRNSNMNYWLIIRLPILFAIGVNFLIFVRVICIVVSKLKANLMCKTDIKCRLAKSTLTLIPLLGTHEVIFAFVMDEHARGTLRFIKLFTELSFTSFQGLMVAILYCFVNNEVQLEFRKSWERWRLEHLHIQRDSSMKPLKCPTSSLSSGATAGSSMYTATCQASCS
# PTHR1 agonist: qHTS for PTHR1 Agonists: Primary Screen. Potency, µM (doses to about 115 µM), without a hit: at the highest dose activation, actives largely listed as activators. HEK293 GP2 PTHR1 cells, GloSensor cAMP luminescence, 1 h. 410,000 tested, 0.075% active. AID 743266, 2014. Parathyroid hormone/parathyroid hormone-related peptide receptor (Homo sapiens), Q03431; note: potency is the fitted concentration of half-maximal effect; nearly all actives have a fitted effect of over 55% in size; some results filed as inactive show a strong effect at the top dose; inactives centre near -15; many of its hits are not listed in these tables
# Target sequence (Q03431 whole entry, looked up): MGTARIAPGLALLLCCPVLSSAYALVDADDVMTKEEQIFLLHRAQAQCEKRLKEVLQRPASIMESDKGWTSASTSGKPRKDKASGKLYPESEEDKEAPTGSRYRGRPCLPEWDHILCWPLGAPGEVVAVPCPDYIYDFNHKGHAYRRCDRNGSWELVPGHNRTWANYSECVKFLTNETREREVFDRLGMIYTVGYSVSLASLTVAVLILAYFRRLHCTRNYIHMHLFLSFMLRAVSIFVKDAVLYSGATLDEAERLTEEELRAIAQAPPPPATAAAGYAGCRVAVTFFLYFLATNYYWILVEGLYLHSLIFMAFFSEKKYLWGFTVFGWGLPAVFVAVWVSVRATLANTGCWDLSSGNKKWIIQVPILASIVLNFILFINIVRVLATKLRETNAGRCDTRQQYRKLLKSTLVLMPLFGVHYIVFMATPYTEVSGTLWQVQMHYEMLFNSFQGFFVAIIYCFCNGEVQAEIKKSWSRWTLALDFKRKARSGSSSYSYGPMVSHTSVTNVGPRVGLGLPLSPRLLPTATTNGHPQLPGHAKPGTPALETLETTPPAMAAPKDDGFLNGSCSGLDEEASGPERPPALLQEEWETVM
#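 HEK-293-derived GP2 cells expressing PTHR1 and a GloSensor cAMP reporter, 3,000/well, plated overnight, given luciferin plus IBMX (each 0.5 mM as added) for 1 h at 37 °C, then compound for 1 h at 37 °C. Luminescence was read after 15 min at room temperature.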
# PLK1 PBD inh: qHTS for Inhibitors of PLK1-PDB (polo-like kinase 1 - polo-box domain): Primary Screen; Plk1 PBD binding of FITC phosphopeptide, fluorescence polarization; Potency, µM, inactives show max response, negative = inhibition, actives largely listed as inhibitors; 360,000 tested, 2.8% active; note: potency is the fitted concentration of half-maximal effect; series mostly up to about 57 µM; % is set by controls: 0 for no effect and ±100 for the full control effect; nearly all actives have a fitted effect of over 65% in size
# GLP1R cytotox: qHTS of GLP-1 Receptor Inverse Agonists: Cytotox Screen; HEK293 cAMP-luciferase reporter cells, luminescence, 24 h; Potency, µM (top dose mostly 38.3 µM), inactives show at the top dose activity change, negative = inhibition, most hits filed as inhibitors; 410,000 tested, 0.13% active;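 note: loss of luciferase light is scored as toxicity; potency is the fitted concentration of half-maximal effect; % is set by controls: 0 for no effect and ±100 for the full control effect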
#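 Quantitative HTS format, 1536 wells, 200 cells/uL seeded. Compounds: 23 nL, 24 h, 37 °C. Detection: luciferase reagent, luminescence at 12 min RT; decreased signal taken as cytotoxic.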
# IL2 activator: qHTS of IL-2 Activators | activation, % (series mostly up to about 46 µM) | 360,000 tested, 0.065% active | IL-2 activation reporter assay, cell-based qHTS; stimulated with anti-CD3/CD4/CD28 beads; in transgenic mouse T cells; in the data active = activation above about 50%; inconclusive = mostly about 30% to 49%; note: 0% is about no effect
#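 Quantitative HTS in unstimulated transgenic mouse T cells, with memory T cells as non-tolerant control and PMA/ionomycin as tolerance-bypass control. Compound pretreatment lasted 60 minutes before 18 h bead stimulation; EGFP/DsRed fluorescence read.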
# GLP-1R inv ag: qHTS of GLP-1 Receptor Inverse Agonists (Inhibition Mode); AID 624417, 2012; Potency, µM (doses to about 38.3 µM), for the others: at the highest dose activity change, negative = inhibition, actives largely listed as inhibitors; HEK293 GLP-1R CRE-luciferase, luminescence, 24 h; GLP-1R form is constitutively active; Glucagon-like peptide 1 receptor (Homo sapiens), P43220; 410,000 tested, 1.6% active; note: potency is the fitted concentration of half-maximal effect; % is set by controls: 0 for no effect and ±100 for the full control effect; nearly all actives have a fitted effect of over 55% in size
#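 Luminescence readout: a drop in cAMP-driven luciferase signal flags inverse agonism at a constitutively active GLP-1R stably expressed in HEK293. Compound exposure lasted 24 hr at 37 deg C, 5% CO2.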
# EPAC1 ag: qHTS for Agonist of cAMP-regulated guanine nucleotide exchange factor 3 (EPAC1): primary screen; Rap guanine nucleotide exchange factor 3 (Homo sapiens), O95398; EPAC1 agonist qHTS, biochemical assay; response scale: 100% = response to 6.5 mM cAMP; Potency, µM (series often up to 154 µM), inactives show top-dose activation, hits mostly activators; 360,000 tested, 0.073% active; note: potency is the fitted concentration of half-maximal effect; nearly all actives have a fitted effect of over 60% in size
#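 Nucleotide exchange by EPAC1 (100 nM) on Rap1B–BODIPY-GDP (250 nM) in the presence of 50 uM GDP is tracked fluorescently at 480/540 nm over 30 min. Signals are normalized to a 6.5 mM cAMP control.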
# * marks the source's active call; other numbers are inactive results; i = inactive; ? = inconclusive; . = no result given; [ ] = remark or other dose. Unless noted, calls come from the whole dose curve; as a rule, active = well fitted curve in the direction sought with a large enough effect; inconclusive = small, poorly fitted or top-dose-only effect, or another doubt; inactive = no such curve, though single readings can be large; an effect the other way counts as inactive or inconclusive. This is a subset; rates above refer to the full screens.
SMILES,EPAC1 antag,PI5P4Ka inh,GLP-1R agonist,PTHR1 agonist,PLK1 PBD inh,GLP1R cytotox,IL2 activator,GLP-1R inv ag,EPAC1 ag
O=C(NC1CCCC1)C(Cc1ccccc1)n1cccc1 (stereo not drawn),-5.6%,-4.4,2.0%,-22.7%,-12.0%,1.3%,-3.3,-16.1%,7.9%
Cc1cc(C(=O)OCC(=O)N2CCOCC2)c2ccccc2n1,18.1%,-14.8,-1.7%,-8.5%,15µM*,-3.6%,-3.2,2.1%,-5.5%
O=C(CCCc1ccccc1)Nc1cccc([N+](=O)[O-])c1,-8.0%,2.4,-1.7%,-47.7%[inhibitor],3.7%,-3.4%,2.2,?,-2.2%
Cc1ccc(C)c(S(=O)(=O)NCC(=O)Nc2sc3c(c2C(N)=O)CCC(C)C3)c1 (stereo not drawn),-7.7%,-11.9,0.0%,-9.6%,?,0.5%,0.7,-5.2%,1.4%
O=C(COC(=O)/C=C/c1cccc(C(F)(F)F)c1)NCc1ccccc1,-1.6%,0.1,-3.6%,-24.0%,-4.9%,-13.4%,-0.1,0.7%,-2.8%
CSc1ccc(CN2CCC(Cc3ccccc3)CC2)cc1,-6.8%,1.2,1.3%,i,-1.9%,-3.2%,1.2,?,-9.1%
O=C(Nc1ccc2oc(-c3ccncc3)nc2c1)c1cccs1,-21.4%,-10.6,3.4%,-13.3%[57.5 µM],-3.6%,9.4%,0.0,43.4%[activator],6.5%
O=C(CCN1CCCCC1)c1ccc2c(c1)OCCO2,10.2%,.,-1.8%,?,?,0.5%,-3.6,5.4%,10.2%
c1ccc(CSc2nnc(-c3ccccn3)n2-c2ccccc2)cc1,-15.9%,4.7,4.5%,-16.6%[57.5 µM],-4.8%,5.0%,-0.7,?,0.0%
COCCC(=O)N1CCC(Oc2ccc(C(=O)NC(C)CCn3cccn3)cc2)CC1 (stereo not drawn),10.6%,-3.2,-4.8%,-18.1%,0.3%,3.7%,-1.5,-9.8%,5.3%
O=C(CSCC(=O)Nc1cccc2ccccc12)Nc1cccc2ccccc12,-8.1%,1.0,1.8%,i,-14.5%,-2.3%,-0.2,?,4.5%
O=C(COc1ccc(Cl)cc1Br)Nc1nnc(C2CC2)s1,-2.1%,-13.7,5.6%,-8.8%,-7.4%,-1.4%,-0.6,10.5%,16.0%
COc1cc(C)ccc1S(=O)(=O)NC(=O)C1(C)CCN1C(=O)Cc1ccc(C(C)(C)C)cc1 (stereo not drawn),-8.0%,-0.1,5.8%,-2.6%,2.6%,8.1%,1.7,-19.2%,-8.3%
NC(=O)c1ccccc1OCc1nnc(-c2ccccc2Br)o1,20.5%,-19.8,17.5%,i,-6.4%,-3.3%,-0.3,31.0%[activator],12.1%
CCOC(=O)C1CN(S(=O)(=O)c2ccccc2)c2cc(S(=O)(=O)CC)ccc2O1 (stereo not drawn),-0.1%,.,0.0%,-24.6%,1.4%,2.1%,-2.2,19.5%,0.7%
O=C(Nc1ccc(F)cc1F)c1csc(-c2ccccc2)n1,12.5%,20.8,15.4%,-4.7%,-2.7%,20.9%,0.6,1.7%,-6.0%
COc1ccc(-c2cnc(NCc3ccc(C)cc3)n2C)cc1,.,.,2.8%,-74.7%[inhibitor],.,0.9%,.,-13.9%,.
O=C(Nc1cccc(C(F)(F)F)c1)c1cc2c(=O)c3ccccc3oc2nc1C(F)(F)F,7.7%,.,-14.2%,22.6%[57.5 µM],2.1%,-26.6%,2.6,0.0%,-4.2%
Cc1ccc(NC(=O)c2cccs2)cc1NC(=O)c1cccc(F)c1,-10.1%,3.9,4.3%,-11.4%,-13.1%,-29.7%,0.2,-11.1%,2.8%
O=C(O)c1ccccc1C(=O)c1ccc(Oc2ccccc2)cc1,27.5%,-10.8,-4.8%,-0.1%,5.0%,2.0%[1.53 µM],0.2,0.5%,4.1%

# 8 consecutive records already listed, for reference:
SMILES,EPAC1 antag,PI5P4Ka inh,GLP-1R agonist,PTHR1 agonist,PLK1 PBD inh,GLP1R cytotox,IL2 activator,GLP-1R inv ag,EPAC1 ag
O=C(CCN1CCCCC1)c1ccc2c(c1)OCCO2,10.2%,.,-1.8%,?,?,0.5%,-3.6,5.4%,10.2%
c1ccc(CSc2nnc(-c3ccccn3)n2-c2ccccc2)cc1,-15.9%,4.7,4.5%,-16.6%[57.5 µM],-4.8%,5.0%,-0.7,?,0.0%
COCCC(=O)N1CCC(Oc2ccc(C(=O)NC(C)CCn3cccn3)cc2)CC1 (stereo not drawn),10.6%,-3.2,-4.8%,-18.1%,0.3%,3.7%,-1.5,-9.8%,5.3%
O=C(CSCC(=O)Nc1cccc2ccccc12)Nc1cccc2ccccc12,-8.1%,1.0,1.8%,i,-14.5%,-2.3%,-0.2,?,4.5%
O=C(COc1ccc(Cl)cc1Br)Nc1nnc(C2CC2)s1,-2.1%,-13.7,5.6%,-8.8%,-7.4%,-1.4%,-0.6,10.5%,16.0%
COc1cc(C)ccc1S(=O)(=O)NC(=O)C1(C)CCN1C(=O)Cc1ccc(C(C)(C)C)cc1 (stereo not drawn),-8.0%,-0.1,5.8%,-2.6%,2.6%,8.1%,1.7,-19.2%,-8.3%
NC(=O)c1ccccc1OCc1nnc(-c2ccccc2Br)o1,20.5%,-19.8,17.5%,i,-6.4%,-3.3%,-0.3,31.0%[activator],12.1%
CCOC(=O)C1CN(S(=O)(=O)c2ccccc2)c2cc(S(=O)(=O)CC)ccc2O1 (stereo not drawn),-0.1%,.,0.0%,-24.6%,1.4%,2.1%,-2.2,19.5%,0.7%

# Other structures
SMILES,EPAC1 antag,PI5P4Ka inh,GLP-1R agonist,PTHR1 agonist,PLK1 PBD inh,GLP1R cytotox,IL2 activator,GLP-1R inv ag,EPAC1 ag
CCN1CCN(CCCNC(=O)CCc2nc(-c3ccc(OC)cc3)no2)CC1,14.4%,-1.3,6.8%,-30.8%[inhibitor],-1.2%,2.6%,0.1,16.1%,-0.5%
Cc1noc(C)c1S(=O)(=O)N1CCCC(C(=O)c2cccc(OC(C)C)c2)C1 (stereo not drawn),-12.0%,8.2,11.2%,-18.3%,-3.4%,22.4%,-4.7,?,-0.3%
CCC1(CC)SC(N)=NC1=O,-1.4%,8.5,4.2%,27.1%,?,5.0%,-0.7,7.0%,11.4%
Cc1sc(NC(=O)CCCC(=O)O)c(C#N)c1C,-15.0%,0.1,-9.2%,i,-7.5%,1.7%,0.0,-8.4%,0.1%
COc1cccc(-c2coc3c(C)c4oc(=O)c(CC(=O)O)c(C)c4cc23)c1,15.5%,-4.6,-3.7%,-1.3%,-14.2%,5.7%,-4.4,7.2%,-3.5%
COc1nc(Nc2cccc(C)c2)nc(N2CCCCC2)n1,-6.2%,2.5,-6.3%,-10.0%,3.2%,2.0%,0.2,?,-7.7%
O=C(NCc1ccco1)C(c1ccccc1)N(CC1CCCO1)C(=O)Cn1nnc2ccccc21 (stereo not drawn),5.8%,-6.3,-12.9%,-19.6%,0.6%,-1.3%,0.7,-19.6%,8.7%
Cc1ccc(C)n1NC(=O)c1ccco1,-6.6%,4.2,-1.1%,3.2%[57.5 µM],-10.3%,-6.4%,-0.1,16.2%,-2.9%
CCCCn1nc2cc(C(=O)NCCCCc3ccccc3)ccc2c1OCC,3.7%,-0.8,-4.1%,-1.0%,3.4%,-22.1%,1.2,3.7%,-6.5%
COc1ccc(S(=O)(=O)NCC2CCC(C(=O)NCc3ccco3)CC2)cc1 (stereo not drawn),-11.8%,-28.0,-15.4%,-5.8%,10.6µM*,7.5%,-2.0,12.2%,0.0%
COc1ccc2nc(NC(=O)CN3CCN(C)CC3)sc2c1,-11.3%,5.7,-3.0%,i,-7.2%,-10.4%,0.0,-23.2%,12.9%
O=C(c1ccc(CSc2nc3ccncc3[nH]2)cc1)N1CCCCC1,2.5%,0.5,6.5%,-19.1%,2.1%,6.9%,-0.8,-22.2%,-8.3%
Nn1cnnc1SCC(=O)Nc1ccc2c(c1)OCO2,10.5%,-1.5,24.4%,i,-5.1%,-4.8%,0.4,4.6%,3.9%
COc1cc(OC)cc(-c2nc3nc(C)c(CCC(=O)Nc4cc(F)ccc4F)c(C)n3n2)c1,.,.,2.5%,?,.,0.1%,.,1.3%,.
COc1ccc(OC)c(NC(=O)COC(=O)C2CCCCC2)c1,-4.7%,?,2.2%,i,1.5%,16.3%,0.9,-7.1%,-1.9%
Cc1cccc(C)c1NC(=S)N(Cc1ccccc1)Cc1cccnc1,-23.5%,3.4,5.3%,-6.8%,-13.4%,6.8%,-6.5,-1.0%,4.1%
C=CCc1cc(/C=N/NC(=O)CSc2nnc(CCCc3ccc(OC)cc3)o2)cc(OC)c1O,-1.2%,-9.0,11.0%,-11.4%,-0.9%,-5.6%,-1.6,0.5%,-10.7%
O=C(CCCN1C(=O)CSc2ncccc21)N1CCN(Cc2ccccc2)CC1,-13.3%,5.9,3.1%,-65.3%[inhibitor],-2.7%,3.6%,3.7,30.2%[activator],-6.4%
O=C(NC(Cc1ccccc1)C(=O)O)/C(=C\c1ccc(F)cc1)NC(=O)c1ccccc1 (stereo not drawn),-6.5%,-7.1,-6.5%,-1.5%[57.5 µM],-7.4%,0.0%,1.6,1.6%,4.4%
CCCOc1ccc(CNC(=S)N/N=C/c2ccc([N+](=O)[O-])cc2)cc1,-0.8%,5.1,0.0%,-4.0%[57.5 µM],-3.9%,?,-5.0,0.0%,2.3%
